# High-throughput results as filed in PubChem.
# BLM helicase inh = blocks DNA unwinding by human BLM helicase. P54132. recombinant BLM DNA unwinding, fluorescence dequenching. Potency, µM (titrated, usually from 56.1 µM), without a hit: at the highest dose activity change, negative = inhibition, hits mostly inhibitors. 350,000 tested, 0.2% active. AID 2528;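 also: plate controls were vehicle for no effect and no enzyme for full effect; nearly all actives have a fitted effect of over 35% in size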
# GLS inh = glutaminase GLS (human) inhibition; O94925; GLS enzymatic activity, qHTS titration; Potency, µM (highest dose often 45.5 µM), for the others: at the top dose activity change, negative = inhibition, hits mostly inhibitors; 410,000 tested, 0.21% active; AID 624170; also: % is scaled to controls: 0 for no effect and ±100 for the full control effect
#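 Human kidney-isoform GLS in 45 mM KH2PO4 pH 8.2, 0.02% Tween-20, with compound, started with 1mM L-Glutamine (added stock). Glutamate oxidase/HRP/Amplex red coupled fluorescence read at start and after 30 min at RT.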
# POLI inh = inhibitors of human DNA polymerase iota. Q9UNA4. Pol iota fluorescent replication assay, 10 min. Potency, µM (doses to about 115 µM), inactives show top-dose activity, negative = inhibition, actives largely listed as inhibitors. 390,000 tested, 1% active
#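 Pol iota at 10 nM preincubated 15 min with compounds at room temperature; reaction started with fluorescent substrate, 50 nM final. Fluorescence read kinetically at 0 and 10 min; buffer-only wells as negative control.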
# Pin1 inhibitor = inhibitors of human Pin1; Pin1 FP peptide displacement, HiFluor488, 10 min; Potency, µM (top dose mostly 115 µM), for the others: at the top dose activity, negative = inhibition, usual class: inhibitors; 390,000 tested, 0.009% active; active = well fitted inhibition curve with a large enough effect in the polarisation, with a control signal flat, not every such curve was filed as active; inconclusive = small, poorly fitted or top-dose-only effect, or effect the other way, or a change in a side signal; inactive = no such curve, though single readings can be large or run the other way; the % refers to the polarisation; also: % is scaled to controls: 0 for no effect and ±100 for the full control effect
# G9a block = blocks human histone lysine methyltransferase G9a. Q96KQ7. G9a H3K9 monomethylation, AlphaScreen, 2 h. Potency, µM (series often up to 102 µM), inactives show at the highest dose activity, negative = inhibition, most hits filed as inhibitors. 350,000 tested, 8.8% active; also: % is scaled to controls: 0 for no effect and ±100 for the full control effect; nearly all actives have a fitted effect of over 75% in size
# Target sequence (Q96KQ7 913-1193 limits assumed): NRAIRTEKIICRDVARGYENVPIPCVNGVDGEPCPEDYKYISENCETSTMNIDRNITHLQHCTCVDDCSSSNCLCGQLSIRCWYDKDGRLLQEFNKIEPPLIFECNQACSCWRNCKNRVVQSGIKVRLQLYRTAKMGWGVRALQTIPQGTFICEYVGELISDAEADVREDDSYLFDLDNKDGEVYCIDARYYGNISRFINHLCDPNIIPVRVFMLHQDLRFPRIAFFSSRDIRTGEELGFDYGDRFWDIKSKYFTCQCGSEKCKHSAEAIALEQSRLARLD
#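 Chemiluminescent proximity detection of H3K9 monomethylation, read after 10 min bead incubation in the dark. Reaction: 20 nM G9a, 500 nM biotin-H3K9 peptide, 20 uM SAM cofactor, 2 h, room temperature, following 15 min enzyme-compound preincubation.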
# JMJD2A Tudor inh = inhibitors of human JMJD2A Tudor domain. 390,000 tested, 4.4% active. AID 504339. Potency, µM (series often up to 114 µM), for the others: at the top dose activity change, negative = inhibition, actives largely listed as inhibitors. O75164. AlphaScreen JMJD2A-Tudor / H3K4me3 peptide binding; also: % is scaled to controls: 0 for no effect and ±100 for the full control effect; nearly all actives have a fitted effect of over 50% in size
# BAZ2B block = blocks human BAZ2B; AID 504333; 360,000 tested, 4.4% active; Potency, µM (doses to about 114 µM), for the others: at the top dose activity change, negative = inhibition, most hits filed as inhibitors; AlphaScreen BAZ2B-H3K14Ac peptide displacement; Q9UIF8; also: % is scaled to controls: 0 for no effect and ±100 for the full control effect; nearly all actives have a fitted effect of over 60% in size
#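 BAZ2B 50 nM plus b-H3(5-23)K14Ac 50 nM, PBS pH 7.4/0.01% Tween-20, 30 min RT; compound added (max 110 uM), 30 min RT; streptavidin donor/Ni-chelate acceptor beads 10 ug/mL final, 20 min dark; AlphaScreen read.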
# Tb PGK inh = inhibitors of T. brucei phosphoglycerate kinase. Potency, µM (highest dose often 57.5 µM), for the others: at the highest dose activity change, negative = inhibition, most hits filed as inhibitors. 380,000 tested, 0.043% active. P07378. PGK/GAPDH coupled, Kinase-Glo luminescence, 60 min; also: % is scaled to controls: 0 for no effect and ±100 for the full control effect; nearly all actives have a fitted effect of over 60% in size
# Target sequence (P07378 whole entry, looked up): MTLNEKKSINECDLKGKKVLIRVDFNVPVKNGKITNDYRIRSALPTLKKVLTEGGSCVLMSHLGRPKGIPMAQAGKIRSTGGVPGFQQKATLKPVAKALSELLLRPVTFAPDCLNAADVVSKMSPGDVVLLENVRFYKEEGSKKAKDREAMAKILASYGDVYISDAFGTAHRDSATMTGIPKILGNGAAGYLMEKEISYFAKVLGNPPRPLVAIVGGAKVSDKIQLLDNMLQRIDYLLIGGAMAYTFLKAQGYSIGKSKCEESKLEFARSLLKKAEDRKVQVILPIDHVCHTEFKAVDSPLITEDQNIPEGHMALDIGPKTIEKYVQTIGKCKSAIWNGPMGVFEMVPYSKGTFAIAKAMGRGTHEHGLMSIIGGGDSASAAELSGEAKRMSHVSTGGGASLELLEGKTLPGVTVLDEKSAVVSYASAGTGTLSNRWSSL
#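 Luminescent ATP detection (Kinase-Glo Plus) follows a 60-minute room-temperature incubation, with wells lacking PGK as controls. Buffer: 100 mM TEA (pH 7.6), 5 mM MgCl2, 0.01% Tween-20. Coupling enzyme GAPDH (100 nM final) supplies unstable 1,3-BPG in-well.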
# HP1b chromo inh = inhibitors of HP1-beta chromodomain binding to methylated histone tails; P83916; AlphaScreen HP1-beta / biotin-H3K9me3 peptide binding; Potency, µM (series often up to 114 µM), without a hit: top-dose activity change, negative = inhibition, hits mostly inhibitors; 390,000 tested, 0.56% active; AID 540317; also: nearly all actives have a fitted effect of over 70% in size; inactives centre near 23
#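 Compound inhibition of the preformed complex between 50 nM HP1-beta and 50 nM biotinylated H3K9me3 peptide was read by AlphaScreen. Buffer was PBS pH 7.4 with 0.01% Tween-20. Incubations ran 30 min at room temperature, with 10 ug/mL donor/acceptor beads.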
# Numbers without * were called inactive; i = inactive; ? = inconclusive; / = not tested or not shown; [ ] = dose if it differs, or a comment. Unless noted, calls follow the shape of the dose curve; as a rule, active = well fitted curve in the direction sought with a large enough effect; inconclusive = small, poorly fitted or top-dose-only effect, or another doubt; inactive = no such curve, though single readings can be large; an effect the other way counts as inactive or inconclusive. Potency is read from the fitted curve at half-maximal effect. These rows are one share of the data; count on the stated rates, not on these rows.
cpd	BLM helicase inh	GLS inh	POLI inh	Pin1 inhibitor	G9a block	JMJD2A Tudor inh	BAZ2B block	Tb PGK inh	HP1b chromo inh	SMILES
1	-4%	2%	47%[activator]	-2%	17%	-6%	6%	1%	31%	CCCC1OC2CC3C4CCC5=CC(=O)C=CC5(C)C4C(O)CC3(C)C2(C(=O)O)O1 (stereo unspecified)
2	-5%	-16%	22%	?	0%	0%	0%	i	25%[57 µM]	Cc1ccc2[nH]c3c(=O)[nH]ncc3c2c1
3	-5%	2%	8%	11%	-7%	-9%	3%	5%	34%	O=C(CSc1ncnc2nc[nH]c12)Nc1ccc(Br)cc1Cl
4	/	14%	18%	1%	-22%[2.33 µM]	-23%	1%	5%	5%	Cc1ccc(NC(=O)CN2C(=O)NC3(CCCCC3C)C2=O)cc1S(=O)(=O)N1CCCCC1 (stereo unspecified)
5	-23%	3%	-4%	-8%	-4%[59 µM]	-14%	9%	9%	30%	C/C(N)=C(/C#N)C(=O)COC(=O)C1CCC(C(C)(C)C)CC1 (stereo unspecified)
6	-1%	24%	14%	-2%	?	-9%	1%	-6%	30%	Cc1cc2c(c(=O)n1Cc1ccc3c(c1)OCO3)C(c1cccnc1)C(C#N)=C(N)O2 (stereo unspecified)
7	/	-8%	-4%	6%	/	-16%	/	i	8%	Nc1cc(C(=O)OCC(=O)NCCC2=CCCCC2)ccc1Cl
8	-3%	2%	93%[activator]	8%	-3%	-5%	-12%	2%	7%	NC(=O)CNC(=O)C1CCN(S(=O)(=O)c2ccc(-n3cnnn3)cc2)CC1
9	-6%	19%	24%	0%	7%	-12%	-23%	3%	20%	Cc1ccc(S(=O)(=O)Nc2ccc3[nH]ccc3c2)cc1
10	0%	9%	37%[activator]	7%	-36%[59 µM]	-16%	0%	-6%	37%	Cc1cc(NC(=O)c2cc(Cl)ccc2Cl)ccc1-c1cc2ccccc2oc1=O
11	-3%	20%	-5%	-1%	-27%[59 µM]	-9%	1%	10%	24%	CCCCC(=NCCO)C1=C(O)C(C(=O)OC)C(C)(C)CC1=O (stereo unspecified)
12	0%	5%	-1%	0%	-8%	3%	10%	-1%	13%	CC(C)(C)NC(=O)NC(=O)COC(=O)C1CC(=O)N(Cc2ccccc2)C1 (stereo unspecified)
13	-1%	4%	-4%	1%	?	-13%	-1%	i	-4%	CCc1c(C)sc(NC(=O)CSc2nc3c(c(C(F)(F)F)n2)CCc2ccccc2-3)c1C#N
14	0%	11%	-13%	3%	9%	-19%	-6%	-8%	27%	C=CCNC(=O)CCC(=O)NNc1nc2ccccc2c2nc(-c3ccccc3)nn12
15	/	-13%	30%	21%	/	-21%	/	-9%	21%	CCOc1ccccc1N1CCN(C(=O)c2ccc3nc(N)sc3c2)CC1
16	2%	5%	13%	2%	1%	-2%	2%	0%	36%	CN(C)C=NC(=O)/C(C#N)=C1\CCc2ccccc2N1
17	-9%	1%	-5%	13%	?	4%	-3%	-5%	40%[activator]	COc1ccccc1C(=O)Nc1nnc(S(=O)(=O)N(C)Cc2ccccc2)s1
18	-3%	14%	15%	12%	32µM*	-25%	-32%	-1%	0%	O=C(Nc1cccs1)NC1CCCC1
19	-1%	3%	-14%	-2%	17%[59 µM]	-12%	-9%	-4%	0%	COC(=O)C1=C(C)C(c2ccc(OC)cc2)NC(=O)N1 (stereo unspecified)
20	2%	0%	-16%	6%	/	?	?	-6%	?	Cc1nc(SC2CC(=O)N(c3ccccc3)C2=O)n[nH]1 (stereo unspecified)
21	-4%	-15%	4%	21%	-28%[59 µM]	-8%	-21%	8%	28%	Cc1c(Cl)cccc1NC(=O)CN1C(=O)CSc2ccc(S(=O)(=O)N3CCCC3)cc21
22	5%	10%	?	-2%	?	-2%	3%	-2%	46%[activator]	CCOC(=O)N1CCN(C(=O)CSc2ncnc3ccccc23)CC1
23	-4%	1%	?	-1%	-6%[12.7 µM]	35%	29%	-8%	35%	CCCCOc1ccccc1NC(=O)C=C(C)C
24	/	-3%	2%	1%	/	-6%	/	-11%	72%[activator]	CC(C)(C)[C@H]1COC(=O)CC/C=C\C[C@@H](CC(=O)N[C@H](CO)Cc2ccccc2)C(=O)N1

# Sorted by heavy-atom count (low to high): 10 of the compounds above.
cpd	BLM helicase inh	GLS inh	POLI inh	Pin1 inhibitor	G9a block	JMJD2A Tudor inh	BAZ2B block	Tb PGK inh	HP1b chromo inh	SMILES
18	-3%	14%	15%	12%	32µM*	-25%	-32%	-1%	0%	O=C(Nc1cccs1)NC1CCCC1
23	-4%	1%	?	-1%	-6%[12.7 µM]	35%	29%	-8%	35%	CCCCOc1ccccc1NC(=O)C=C(C)C
19	-1%	3%	-14%	-2%	17%[59 µM]	-12%	-9%	-4%	0%	COC(=O)C1=C(C)C(c2ccc(OC)cc2)NC(=O)N1 (stereo unspecified)
11	-3%	20%	-5%	-1%	-27%[59 µM]	-9%	1%	10%	24%	CCCCC(=NCCO)C1=C(O)C(C(=O)OC)C(C)(C)CC1=O (stereo unspecified)
22	5%	10%	?	-2%	?	-2%	3%	-2%	46%[activator]	CCOC(=O)N1CCN(C(=O)CSc2ncnc3ccccc23)CC1
15	/	-13%	30%	21%	/	-21%	/	-9%	21%	CCOc1ccccc1N1CCN(C(=O)c2ccc3nc(N)sc3c2)CC1
17	-9%	1%	-5%	13%	?	4%	-3%	-5%	40%[activator]	COc1ccccc1C(=O)Nc1nnc(S(=O)(=O)N(C)Cc2ccccc2)s1
14	0%	11%	-13%	3%	9%	-19%	-6%	-8%	27%	C=CCNC(=O)CCC(=O)NNc1nc2ccccc2c2nc(-c3ccccc3)nn12
24	/	-3%	2%	1%	/	-6%	/	-11%	72%[activator]	CC(C)(C)[C@H]1COC(=O)CC/C=C\C[C@@H](CC(=O)N[C@H](CO)Cc2ccccc2)C(=O)N1
13	-1%	4%	-4%	1%	?	-13%	-1%	i	-4%	CCc1c(C)sc(NC(=O)CSc2nc3c(c(C(F)(F)F)n2)CCc2ccccc2-3)c1C#N
